pCIP destab: lowers stability of the mouse p/CIP coactivator protein; Q05BA5; F442A p/CIP-EGFP cells, EGFP fluorescence, 16 h; decrease of EGFP signal, % at 10 µM; actives 0.01% (n = 290,000);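 active = EGFP signal decrease of at least 30% at 10 µM or well 3 SD below plate mean, unless failing retest; inactive = the rest, including hits failing retest or dose response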; also: some compounds called inactive have numbers as strong as hits; many of its hits are not listed in these tables
SUMO HTRF inh: blocks human SUMOylation mediated by UBC9; P63279; HTRF SUMOylation assay, SAE1/SAE2 + UBC9, in vitro; inhibition, % at 35 µM; actives 0.36% (n = 290,000); AID 2006; in the data active = inhibition above about 50%, passing the limit was not always enough; also: strong numbers were not always called active
Target sequence (P63279 whole entry, looked up): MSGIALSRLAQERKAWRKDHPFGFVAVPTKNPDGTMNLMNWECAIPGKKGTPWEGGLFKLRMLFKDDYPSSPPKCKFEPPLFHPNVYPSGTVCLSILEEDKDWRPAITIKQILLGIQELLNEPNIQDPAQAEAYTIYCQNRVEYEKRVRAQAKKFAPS
IMP-1 inhibitor: inhibitors of Pseudomonas aeruginosa IMP-1 metallo-beta-lactamase; actives 0.45% (n = 290,000); purified IMP-1, nitrocefin hydrolysis, epi-absorbance fluorescence; inhibition, % at 5.6 µM;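 active = inhibition above the mean plus 3 SD of all compounds in the same screening run, cut at about 4.5% in these data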;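 also: 0% = IMP-1 with DMSO and 100% = DMSO wells lacking enzyme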
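Test system: recombinant IMP-1 enzyme, purified / Medium: HEPES buffer pH 7.1 with ZnSO4 and Brij 35 / Doses: single dose, 5.6 µM / Times: 25 °C, 15 min preincubation, 25 min reaction / Detection: Epi-absorbance via hydrolysed-nitrocefin quenching of white-plate fluorescence, 480/530 nm, EDTA stop / Evaluation: percent inhibition from optical density relative to buffer-blank wells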
PHOSPHO1 block: inhibitors of human PHOSPHO1 phosphatase; recombinant PHOSPHO1, absorbance phosphatase assay; actives 1.1% (n = 290,000); inhibition, % at 13.3 µM; in the data active = inhibition above about 60%
Target sequence (Q8TCT1 whole entry, looked up): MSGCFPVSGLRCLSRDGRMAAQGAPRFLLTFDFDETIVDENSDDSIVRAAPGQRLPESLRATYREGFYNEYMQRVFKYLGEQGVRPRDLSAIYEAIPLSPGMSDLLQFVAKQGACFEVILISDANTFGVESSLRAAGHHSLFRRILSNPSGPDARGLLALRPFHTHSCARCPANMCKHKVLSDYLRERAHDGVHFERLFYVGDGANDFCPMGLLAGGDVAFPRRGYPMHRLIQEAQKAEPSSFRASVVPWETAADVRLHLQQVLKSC
MEKK3 PB1 HTS: modulators (inhibitors or enhancers) of MEK5 binding to human MEKK3 PB1 domain; Q99759; bead-based flow cytometry, Alexa488-MEK5 binding to MEKK3; actives lie on both sides; 0 = blocked by unlabeled MEK5, 100 = vehicle; binding response (% of control), % at 10 µM; actives 1.4% (n = 290,000); AID 1529;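 active = binding response more than 3 SD above or below the average of its plate-row segment, actives on both sides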;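 also: Alexa488 bead fluorescence after subtracting the streptavidin-only scavenger bead signal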
Target sequence (Q99759 whole entry, looked up, the tested form may be a part): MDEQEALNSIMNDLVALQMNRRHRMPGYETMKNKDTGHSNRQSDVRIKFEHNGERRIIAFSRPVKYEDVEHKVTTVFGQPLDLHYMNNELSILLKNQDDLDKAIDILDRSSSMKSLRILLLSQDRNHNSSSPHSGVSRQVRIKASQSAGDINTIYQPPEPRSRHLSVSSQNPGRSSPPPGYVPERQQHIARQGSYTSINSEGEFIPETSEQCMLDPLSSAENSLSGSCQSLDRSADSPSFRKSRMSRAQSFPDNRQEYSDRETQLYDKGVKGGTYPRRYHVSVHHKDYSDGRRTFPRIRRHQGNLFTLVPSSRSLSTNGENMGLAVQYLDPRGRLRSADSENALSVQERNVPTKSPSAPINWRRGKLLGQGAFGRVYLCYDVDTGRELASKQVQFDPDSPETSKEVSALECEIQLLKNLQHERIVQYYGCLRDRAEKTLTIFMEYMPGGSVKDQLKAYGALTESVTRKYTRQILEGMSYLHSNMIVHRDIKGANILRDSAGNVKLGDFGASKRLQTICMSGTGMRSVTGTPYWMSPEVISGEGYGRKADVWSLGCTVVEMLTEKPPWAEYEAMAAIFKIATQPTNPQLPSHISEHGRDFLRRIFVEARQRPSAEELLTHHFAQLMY
FID counter: fluorescent intercalator displacement, NS3 helicase counter-screen; DNA fluorescent intercalator displacement, fluorescence; actives 0.17% (n = 290,000); inhibition, % at 7.9 µM; in the data active = inhibition above about 37%;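 also: 0% = vehicle and 100% = reference compound; higher means more ethidium bromide displaced from hairpin DNA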
IDE cell activ: activators of human insulin-degrading enzyme in cells; P14735; HEK cells, FAbeta-B cleavage, fluorescence polarization; 0% vehicle, 100% cell-free pure enzyme wells; activation, % at 5.96 µM; actives 0.073% (n = 340,000); AID 493087;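 active = activation above the mean of all tested compounds plus 3 SD, set per screening campaign, cut at about 17% in these data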
HCV NS3 hel inh: inhibitors of Hepatitis C virus NS3 helicase. inhibition, % at 10.9 µM. NS3 helicase DNA unwinding, Cy5 molecular beacon fluorescence. actives 0.56% (n = 290,000);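 active = inhibition above the mean of all tested compounds plus 3 SD, set per campaign, cut at about 35% in these data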;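 also: 0% = DMSO wells and 100% = thioflavine S control wells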
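Material: hepatitis C virus NS3 helicase domain fragment enzyme; measured by: Cy5 fluorescence, 0 and 60 min reads; control set: DMSO and thioflavine S; incubation: 60 min unwinding reaction at 25 °C after ATP addition; read-out basis: % inhibition from 60/0 min fluorescence ratio, DMSO 0%, thioflavine S 100%; repeats: singlicate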
VIM-2 inh: inhibitors of Pseudomonas aeruginosa VIM-2 metallo-beta-lactamase; actives 0.89% (n = 290,000); inhibition, % at 5.6 µM; purified VIM-2, nitrocefin hydrolysis, epi-absorbance fluorescence;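 active = inhibition above the mean of all tested compounds plus 3 SD, cutoff set per screening run, cut at about 7.5% in these data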;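 also: red hydrolysis product quenches plate fluorescence so inhibitors raise well fluorescence; 0% = enzyme with DMSO and 100% = DMSO without enzyme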
The depositor's hits bear a star; / = no result given; [ ] = remark or other dose.

Structure,pCIP destab,SUMO HTRF inh,IMP-1 inhibitor,PHOSPHO1 block,MEKK3 PB1 HTS,FID counter,IDE cell activ,HCV NS3 hel inh,VIM-2 inh
Cc1ccc(S(=O)(=O)NCC(c2cccnc2)N2CCOCC2)cc1 (stereo not given),2,10,-4.4,-27,103,-3,-2,-6,-2.8
O=S(=O)(/N=C(/c1ccccc1)N1CCCCCC1)c1ccccc1,6,-35,-1.2,-27,81,-16,5,1,0.8
COc1ccc(C)cc1C1=Nc2ccccc2C1(C)C,-3,28,-2.6,4,102,-21,3,0,-4.4
COc1ccc(NC(=O)/C(C#N)=C/c2ccc(-c3ccc(Cl)c(C(=O)O)c3)o2)cc1,1,9,-0.9,29,101,-26,1,15,2.1
COc1ccc(/C=C/C2=NN(C)C(=O)CC2)cc1,-12,14,0.7,8,98,-5,1,-4,-0.6
COc1cccc(N2CCN(C3CC(=O)N(c4ccc(Cl)cc4)C3=O)CC2)c1 (stereo not given),-16,0,-4.7,-34,97,-24,2,3,-0.6
CC(C)n1c(SCC(=O)NC2CC2)nnc1C1CC1,1,14,-1.1,38,102,-1,3,1,-0.7
Cc1cnc(Nc2nc3ccccc3o2)nc1C(=O)Nc1cccc(C(F)(F)F)c1,-4,9,-0.2,-12,115,-2,9,0,-3.1
O=C(COc1ccc(Br)cc1)NCCCNC(=O)c1cccnc1,8,-4,-2.5,58,108,-12,7,4,-1.6
COc1ccc(C)cc1NC(=O)c1cc2c(=O)n3ccccc3nc2n1C,-25,19,-1.5,11,99,-7,2,8,-2.0
O=C(CCC1CCCCC1)NCCN1C2=NC[C@H](Cc3ccccc3)N2C[C@H]1Cc1ccc(O)cc1,5,12,-2.9,-3,106,7,1,-56,-1.2
CCOC(=O)C1=C(C)NC(SCC(N)=O)=C(C#N)C1c1ccccc1 (stereo not given),-8,12,-0.7,24,109,-5,4,-9,-0.3
COc1ccc(OC)c(C2C(C(=O)c3ccc(C)o3)=C(O)C(=O)N2CCCN2CCOCC2)c1 (stereo not given),/,/,-4.7,/,/,-5,1,6,-2.2
Cc1cccc(CS(=O)(=O)c2ncc(Cl)c(C(=O)Nc3ccc(F)cc3)n2)c1,-7,-2,-2.5,44,97,-9,3,-4,-3.2
CCOc1cc(/C=C2/C(=N)N3OC(C)=CC3=NC2=O)ccc1OC,8,5,-3.5,-1,104,-11,1,14,-6.0
O=C(CN1C(=O)NC2(CCCCCC2)C1=O)c1ccc2c(c1)OCCO2,-8,24,-1.7,-42,100,-19,7,-2,-2.0
CCN1CCN(S(=O)(=O)c2ccc(OC)cc2)CC1,-14,10,-2.5,/,105,-3,4,-3,-1.8
O=C(NCc1ccccc1Cl)C1CCCN(C(=O)Nc2ccc(F)cc2)C1 (stereo not given),8,-14,-3.0,14,99,-19,3,1,-1.4
O=C(Nc1c(F)c(F)c(F)c(F)c1F)C1CCCCC1,3,1,-1.6,1,106,-5,12,14,-2.3
Cc1ccccc1C(=O)NC(NCC1CCCO1)C(Cl)(Cl)Cl (stereo not given),-7,24,-3.1,39,101,-2,2,-5,-3.8
CC1(C)C2CCC(C2)C1(C)NC(=O)C[N+](C)(C)C (stereo not given),-5,4,-3.4,20,99,3,5,3,-4.4
CC1(C)CC(=O)C(C2(O)C(=O)Nc3ccccc32)CO1 (stereo not given),2,0,-2.8,37,96,0,-3,-3,-1.2
NS(=O)(=O)c1ccc(CNC(=O)c2ccc(Br)o2)cc1,4,17,-3.2,32,101,-10,2,5,-3.2
CCC(C)(C)n1nnnc1C(c1cc(OC)ccc1OC)N1CCN(Cc2ccccc2)CC1 (stereo not given),-18,9,2.3,-19,104,0,2,-16,-0.3
CC(C)CCN1CCN(CCCc2ccccc2)CC1CCO (stereo not given),-8,2,-1.4,3,101,2,6,-7,2.2
O=C(CC1SC(=NCC2CCCO2)NC1=O)Nc1cccc2ccccc12 (stereo not given),-16,-2,-2.0,5,102,-6,0,-3,-2.6
C=CCNC(=O)CSc1nc2sc3c(c2c(=O)n1CCCOC)CCC3,0,-1,-1.9,34,97,-28,0,0,1.2
O=C(/C=C/c1ccccc1)c1ccc2c(c1)OCCCCO2,-6,-11,-2.3,31,97,-7,2,-4,-1.8
O=C(CNC(=O)c1cccs1)NCC(=O)OCc1c(F)cccc1Cl,-3,3,-0.6,4,107,-4,/,3,-2.8
COc1ccc(C(=O)/C=C/Nc2ccc([N+](=O)[O-])cc2)cc1,5,-11,-1.2,0,70*[inhibitor],1,-1,1,0.3

Retrieved one by one from the entries so far:
Structure,pCIP destab,SUMO HTRF inh,IMP-1 inhibitor,PHOSPHO1 block,MEKK3 PB1 HTS,FID counter,IDE cell activ,HCV NS3 hel inh,VIM-2 inh
O=C(/C=C/c1ccccc1)c1ccc2c(c1)OCCCCO2,-6,-11,-2.3,31,97,-7,2,-4,-1.8
O=C(COc1ccc(Br)cc1)NCCCNC(=O)c1cccnc1,8,-4,-2.5,58,108,-12,7,4,-1.6

More records
Structure,pCIP destab,SUMO HTRF inh,IMP-1 inhibitor,PHOSPHO1 block,MEKK3 PB1 HTS,FID counter,IDE cell activ,HCV NS3 hel inh,VIM-2 inh
CCc1nc(-c2ccccc2)c2ccccn12,15,25,-2.2,1,103,5,3,-7,-2.9
COc1ccc(C2(c3ccc(O)cc3O)CC(c3ccccc3Cl)NC(=S)N2)cc1 (stereo not given),0,10,-3.0,15,104,-24,8,13,-5.0
Cc1ccc(OCc2ccc(C#N)cc2)c(C(=O)c2cc(C#N)c(=O)n(C3CC3)c2)c1,-11,-21,-1.3,1,107,3,5,3,-1.8
Cc1ccc(C(=O)Nc2c(N)nc(SCC(=O)Nc3cc(C)on3)[nH]c2=O)cc1,13,8,-0.3,10,103,0,1,-3,0.3
CCCn1c(=O)c(C(=O)NCC2CCCO2)c(O)c2ccccc21 (stereo not given),-14,22,-1.9,49,98,-15,-1,-1,-0.1
CCOC(=O)C1CCCCN1Cc1cn(C)nc1-c1ccccc1F (stereo not given),-7,-3,-3.4,22,101,-10,8,-4,-3.6
Cc1cc(C)n(CCc2nc(-c3cc4ccccc4o3)cs2)n1,-5,-19,-1.3,11,/,-26,-4,2,-2.8
CCn1c(SCC(=O)c2cc(OC)ccc2OC)nnc1C1CC1,-14,5,-3.0,28,103,-12,2,-2,-1.7
CN(C)S(=O)(=O)c1ccc(-c2csc(N/N=C/c3ccco3)n2)cc1,-15,12,-3.2,32,122,-9,0,1,-2.0
CCCCCCC(C)n1cc(C(C)=O)c(=O)[nH]c1=O (stereo not given),-6,-30,-0.1,-4,87,-9,0,-8,0.4
C/C(Cn1cnc([N+](=O)[O-])n1)=N\NC(=O)c1ccccc1F,/,/,-1.1,/,96,-2,0,-8,-2.1
Cc1cc(NC(=O)Cn2nnc3sc4c(c3c2=O)CCC(C(C)(C)C)C4)no1 (stereo not given),1,-8,-2.9,18,101,-7,-1,14,-3.7
Cc1ccc(-n2c(SCC(N)=O)nnc2-c2ccccn2)cc1,-11,22,-5.4,2,101,-8,-1,6,-0.4
CC(C)(C)CC(=O)O/N=C(\N)c1ccccn1,-18,-2,-3.9,-9,104,-4,2,8,-3.0
O=C(Nc1cc2c(cc1Cl)OCCCO2)c1ccc(F)cc1,-17,2,-3.7,12,105,-3,4,11,-2.2
CC(C)CCNC(=O)C1CCN(Cc2cccc(OCc3ccccc3)c2)CC1,7,-2,-1.8,24,106,24,2,-56,0.1
CC(=O)c1ccc(N2CCN(C(=O)c3c(-c4ccccc4Cl)noc3C)CC2)cc1,1,14,-4.0,-7,95,-33,1,3,0.1
Cc1csc2c(N3CCN(C(=O)Nc4ccc(Cl)c(Cl)c4)CC3)ncnc12,-4,-1,-1.7,8,95,-8,-21,-9,-1.7
O=C(O)CCNC(=O)CCCn1nnc2ccccc2c1=O,-1,7,-1.8,-10,87,0,5,3,0.7
O=C(Nc1ccncc1)c1ccc(NS(=O)(=O)c2cccc(F)c2)cc1,-5,2,-3.3,1,99,8,-4,-14,-2.1
CN(C)c1nc(C(=O)Nc2ccccc2)nc(N(C)C)n1,-11,5,-2.4,22,105,-14,0,6,1.1
O=C1CCc2cc(S(=O)(=O)N3CCC(C(=O)NC4CCCc5ccccc54)CC3)ccc2N1 (stereo not given),-12,16,-1.7,12,114,-9,5,12,-3.0
CCc1ccccc1NC(=O)N1CCCC(CCC(=O)N(C)CCc2ccccn2)C1 (stereo not given),8,-9,-2.2,44,103,-15,-1,2,-0.3
O=C1N/C(=N/O)S/C1=C/c1cccc([N+](=O)[O-])c1,2,17,-3.6,-11,108,-5,1,3,-3.3
O=P1(c2ccccc2)C=Cn2c1cc1c2CCCC1 (stereo not given),/,/,-2.5,/,98,-10,-2,1,1.8
CCCCCCN1N=C(C)C(C(=O)c2ccc(Cl)cc2)C1=O (stereo not given),-4,38,-2.2,18,117,-15,6,15,-2.0
CCOc1cc(/C=N/n2c(COc3ccccc3)n[nH]c2=S)ccc1O,9,-21,-2.5,-9,99,-8,-1,9,0.1
O=C(NC1(C(F)(F)F)NC(=O)N(Cc2cccnc2)C1=O)c1ccccc1 (stereo not given),-12,-14,-0.9,19,87,-4,-1,3,-0.1
COc1ccc(Nc2cccc(Cl)c2)c(C(=O)O)c1,-10,2,-1.7,-7,99,-29,6,21,-1.1
Cc1c(NC(=O)C(C)Sc2ncnc3ccccc23)c(=O)n(-c2ccccc2)n1C (stereo not given),-10,8,-2.0,12,115,-11,-2,12,-1.7

Entries listed above that bear a hit mark in MEKK3 PB1 HTS.
Molecule	pCIP destab	SUMO HTRF inh	IMP-1 inhibitor	PHOSPHO1 block	MEKK3 PB1 HTS	IDE cell activ	HCV NS3 hel inh	VIM-2 inh
COc1ccc(C(=O)/C=C/Nc2ccc([N+](=O)[O-])cc2)cc1	5	-11	-1.2	0	70*[inhibitor]	-1	1	0.3

Continuation.
Structure,pCIP destab,SUMO HTRF inh,IMP-1 inhibitor,PHOSPHO1 block,MEKK3 PB1 HTS,FID counter,IDE cell activ,HCV NS3 hel inh,VIM-2 inh
O=C(Cc1ccccc1)N/N=C/c1ccc(Cl)cc1Cl,-1,12,-0.5,23,99,-9,1,-2,-8.1
O=C(N/N=C(\c1ccccc1)c1ccccn1)c1ccccc1Cl,-15,-3,-4.5,34,104,-22,0,3,-3.2
COc1cc(C2CC(=O)Oc3c2c(=O)n(C)c2ccccc32)ccc1O (stereo not given),-4,10,-2.1,2,97,-1,/,12,-2.0
Fc1ccc(-n2c(-c3cc(C4CC4)[nH]n3)n[nH]c2=S)cc1Cl,8,3,-5.2,27,104,-13,3,6,-3.0
O=C(c1noc2c1CCCC2)N1CCN(c2ccc(F)cc2)CC1,-16,24,-4.8,9,99,-14,6,-3,-1.3
O=C(Nn1c(C2CCC2)nc2ccccc2c1=O)C1CCC1,-7,-5,-1.3,7,103,1,3,-9,-0.5
O=C(NCCCn1ccnc1)/C(=C\c1ccc(Br)cc1)NC(=O)c1ccccc1F,-14,9,-1.2,32,103,6,2,-15,0.2

Copied from the list:
O=C(Cc1ccccc1)N/N=C/c1ccc(Cl)cc1Cl – HCV NS3 hel inh: -2
O=C(N/N=C(\c1ccccc1)c1ccccn1)c1ccccc1Cl – SUMO HTRF inh: -3

These rows are one share of the data (hit frequency here may not be typical).
